FLuc act counter: firefly luciferase counter-screen for stimulation assays | AID 1027 | activation factor at 10 µM | 200,000 tested, under 10 active | ATPlite luciferase biochemical, luminescence, 10 min; 0 = ATP-free wells, 1 = DMSO control | P08659;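 active = luciferase activation factor, scaled between plate controls, of at least 2 with compound at 10 µM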
Target sequence (P08659 whole entry, looked up): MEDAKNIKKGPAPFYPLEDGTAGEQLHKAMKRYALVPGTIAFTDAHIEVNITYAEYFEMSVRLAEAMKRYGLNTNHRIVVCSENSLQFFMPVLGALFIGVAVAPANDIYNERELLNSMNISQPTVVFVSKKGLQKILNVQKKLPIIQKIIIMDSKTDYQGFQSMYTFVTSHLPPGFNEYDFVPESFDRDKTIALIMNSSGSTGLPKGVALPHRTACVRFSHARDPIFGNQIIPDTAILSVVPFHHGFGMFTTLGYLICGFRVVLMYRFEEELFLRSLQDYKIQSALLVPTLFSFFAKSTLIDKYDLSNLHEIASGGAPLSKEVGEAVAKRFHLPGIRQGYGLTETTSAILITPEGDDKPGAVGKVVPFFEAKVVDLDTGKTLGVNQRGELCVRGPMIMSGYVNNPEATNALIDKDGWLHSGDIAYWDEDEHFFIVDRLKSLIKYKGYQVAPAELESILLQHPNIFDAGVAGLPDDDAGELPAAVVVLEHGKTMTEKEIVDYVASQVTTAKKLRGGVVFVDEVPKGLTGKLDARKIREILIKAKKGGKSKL
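System: luciferase plus luciferin reagent, cell-free; medium: PBS as buffer for the ATP substrate; dosing: test compounds dosed from 2 mM stocks in 100% DMSO; timing: 10 min post-reagent at room temperature; measured by: luminescence measurement of luciferase light output; evaluation: luciferase activation, seen as luminescence increase over controls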
STAT1 act: STAT1 signaling activation; NIH 3T3 STAT1-luciferase reporter, IFN-gamma, luminescence; 100% = IFN-gamma alone, no compound; activation (% of control), % at 5.5 µM; 200,000 compounds, 2.6% hits;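 active = activation above the screen-wide mean activation plus 3 SD, cut at about 130% in these data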;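 note: raw ratio to IFN-gamma control signal so 100% means no change and 0% no light; values of inactives mirror those of a sister screen read the other way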
Diaphorase inh: counter-screen for diaphorase-based assays: diaphorase inhibitors and chemical oxidizers. diaphorase resazurin-to-resorufin fluorescence, NADH, 16 min; bacterial (C. kluyveri) enzyme, not human. inhibition, % at 20 µM. 190,000 compounds, 0.69% hits. AID 1217;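 active = primary screen inhibition at 20 µM above a set limit, cut at about 50% in these data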;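 note: plate controls were DMSO with full reaction for no effect and wells lacking NADH for full effect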
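Test system: bacterial diaphorase enzyme (C. kluyveri); Quantity: 0.14 U/mL diaphorase, enzyme working solution; Times: reaction incubation of 16 min at room temperature; Measured by: fluorescence of resorufin formed from resazurin, Ex 544/Em 590 nm; Benchmarks: positive control minus NADH, DMSO neutral control.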
G6PDH CS: L. mesenteroides G6PDH inhibition counter-screen. Purified L. mesenteroides G6PDH, diaphorase/resazurin coupled fluorescence, 45 min. inhibition, % at 5 µM. 200,000 compounds, 0.12% hits. AID 1020; in the data active = inhibition above about 50%
NF-kB neuron act: compounds increasing NF-kB expression in human neuronal cells | fold change at 12.5 µM | AID 1239 | NF-kB reporter expression; hits give high values | 190,000 compounds, 1.6% hits; in the data active = fold change above about 3.3
Diaphorase act: counter-screen for diaphorase-based assays: diaphorase activators and chemical reducers; Diaphorase/resazurin coupled assay, resorufin fluorescence, 16 min; hits give high values; 1 = vehicle wells, 0 = NADH-free wells; activation factor at 20 µM; 190,000 compounds, 0.005% hits; AID 1229;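 active = diaphorase activity raised at least twofold by the compound at 20 µM; inactive = activation factor below 2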
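Material: bacterial diaphorase enzyme (C. kluyveri); amount: enzyme 0.07 U/mL final; reagent: NADH substrate 0.114 mM plus resazurin dye 0.1 mM, final; doses: single compound dose of 20 µM, 1% DMSO final; timing: 16 min enzyme reaction, ambient temperature; measured by: fluorescence of resorufin, 544 nm excitation, 590 nm emission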
TLR4 MyD88 comp: TLR4-MyD88 interaction inhibition in cells; O00206+Q99836; HeLa CL3-4 TLR4/MyD88 BLA complementation, FRET ratio; inhibition, % at 8.4 µM; 200,000 compounds, 0.18% hits; AID 861; in the data active = inhibition above about 25%;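 note: 0% = vehicle and 100% = reference inhibitor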
APP transl inh: APP translation inhibition; SH-SY5Y APP 5'UTR-luciferase reporter, luminescence; inhibition, % at 2 µM; 190,000 compounds, 0.82% hits; AID 1285;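 active = inhibition above a set limit, derived from the sample mean plus 3 SD, cut at about 45% in these data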; note: values of inactives mirror those of a sister screen read the other way
FLuc inhib CS: counter-screen for luciferase assay inhibitors: firefly luciferase inhibition; AID 1006; 200,000 compounds, 1.5% hits; inhibition, % at 10 µM; ATPLite firefly luciferase biochemical luminescence, 10 min; P08659;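 active = inhibition above about 50% when tested at 10 µM, limit read from the data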
APP 5'UTR act: APP 5'UTR luciferase reporter activation. AID 1276. activation, % at 2 µM. 190,000 compounds, 1% hits. SH-SY5Y APP 5'UTR luciferase reporter, luminescence; zero percent = DMSO vehicle wells;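 active = activation above a set limit, based on mean plus 3 SD of controls, cut at about 140% in these data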; note: values of inactives mirror those of a sister screen read the other way
Numbers without * were called inactive.

(1) N#Cc1cc2c(nc1SCC(=O)N1CCCCC1)CCCC2
(2) CCC(C)NC(=O)CCNS(=O)(=O)c1ccc(Br)cc1 (stereo unspecified)
(3) CCNC(=S)N1CCC(NC(=O)C2CCCCC2)CC1
(4) COc1ccc(C(=O)/C=C/c2ccccc2)c(OC)c1
(5) O=C(CSc1nc2ccccc2c(=O)n1-c1ccc(F)c(Cl)c1)Nc1cccc(S(=O)(=O)N2CCOCC2)c1
(6) COc1ccc2cc(S(=O)(=O)N3CCCCCC3)ccc2c1
(7) CC(=O)c1ccc(NC(=O)C2CCC(C)NC2=O)cc1 (stereo unspecified)
(8) Cc1cccc(OCCCn2c(=O)sc3ccccc32)c1

Assay by compound	1	2	3	4	5	6	7	8
FLuc act counter	1	1	1.1	0.6	1	1	1.1	1
STAT1 act	107	104	106	112	98	102	101	128
Diaphorase inh	5	13	-7	19	28	3	2	12
G6PDH CS	0	2	7	5	1	12	-1	1
NF-kB neuron act	1.2	1.1	1.1	3.1	0.63	0.82	1.3	1.8
Diaphorase act	0.9	0.9	1.1	0.8	0.7	1	1	0.9
TLR4 MyD88 comp	1	8	-8	-3	-10	0	-9	-5
APP transl inh	0	-14	2	-52	-2	4	-2	-8
FLuc inhib CS	-3	-3	-10	39	-4	0	-5	-2
APP 5'UTR act	0	14	-3	52	2	-4	2	8

Of the compounds above, three have nitrogen in an aromatic ring.
(1) N#Cc1cc2c(nc1SCC(=O)N1CCCCC1)CCCC2
(5) O=C(CSc1nc2ccccc2c(=O)n1-c1ccc(F)c(Cl)c1)Nc1cccc(S(=O)(=O)N2CCOCC2)c1
(8) Cc1cccc(OCCCn2c(=O)sc3ccccc32)c1

Assay by compound	1	5	8
FLuc act counter	1	1	1
STAT1 act	107	98	128
Diaphorase inh	5	28	12
G6PDH CS	0	1	1
NF-kB neuron act	1.2	0.63	1.8
Diaphorase act	0.9	0.7	0.9
TLR4 MyD88 comp	1	-10	-5
APP transl inh	0	-2	-8
FLuc inhib CS	-3	-4	-2
APP 5'UTR act	0	2	8

The list goes on:
(9) CCOC(=O)c1cnc(SCC(=O)Nc2cc(C(F)(F)F)ccc2N2CCOCC2)nc1N
(10) CCOC(=O)Cn1cc(C#N)c2ccccc21
(11) CCOC(=O)c1c(C)n(C)c2ccc(OC(=O)c3ccc([N+](=O)[O-])cc3)cc12
(12) CC(C)OC(=O)C1C(=O)CC(C)(O)C(C(=O)OC(C)C)C1c1cccc(O)c1 (stereo unspecified)
(13) CC1(C(=O)NC2CCCCC2)CCC(=O)N1Cc1cccs1 (stereo unspecified)
(14) CCCCC(=O)NC(=S)Nc1cccc(Cl)c1N1CCCCC1
(15) COc1ccc(-c2nn(C)c(=O)c3ccccc23)cc1NS(C)(=O)=O
(16) CCCCSc1nc(O)c(C2OC(=O)c3c2ccc(OC)c3OC)c(=O)n1C (stereo unspecified)

Assay by compound	9	10	11	12	13	14	15	16
FLuc act counter	1	1.1	1.1	1.1	1	1.1	1	1.1
STAT1 act	106	98	97	97	96	94	88	102
Diaphorase inh	-2	4	-9	15	10	25	24	16
G6PDH CS	5	6	-11	-2	-18	-7	6	-2
NF-kB neuron act	0.91	0.96	1.3	1.1	1	1	1.3	1
Diaphorase act	1	1	1.1	0.8	0.9	0.8	0.8	0.8
TLR4 MyD88 comp	13	11	-13	-21	-8	-15	-6	3
APP transl inh	2	-17	-9	-12	6	-7	19	4
FLuc inhib CS	0	-8	-6	-6	-4	-6	-3	-11
APP 5'UTR act	-2	17	9	12	-6	7	-19	-4

2 of the compounds above, as labelled records:
14	CCCCC(=O)NC(=S)Nc1cccc(Cl)c1N1CCCCC1
  FLuc act counter: 1.1	STAT1 act: 94	Diaphorase inh: 25	G6PDH CS: -7	NF-kB neuron act: 1	Diaphorase act: 0.8	TLR4 MyD88 comp: -15	APP transl inh: -7	FLuc inhib CS: -6	APP 5'UTR act: 7

15	COc1ccc(-c2nn(C)c(=O)c3ccccc23)cc1NS(C)(=O)=O
  FLuc act counter: 1	STAT1 act: 88	Diaphorase inh: 24	G6PDH CS: 6	NF-kB neuron act: 1.3	Diaphorase act: 0.8	TLR4 MyD88 comp: -6	APP transl inh: 19	FLuc inhib CS: -3	APP 5'UTR act: -19

Other compounds
(17) O=C(N/N=C/c1ccc2c(c1)OCO2)c1sc2cccc(Cl)c2c1Cl
(18) CC(C)(Oc1ccc(Cl)cc1)C(=O)NCc1ccco1
(19) COc1cccc(N(C(=O)Cn2nnc(-c3cccs3)n2)C(C(=O)NC2CCCCC2)c2ccncc2)c1 (stereo unspecified)
(20) Cc1cc(Cl)ccc1OCCCC(=O)N1CCOCC1
(21) S=C(NN=C1CCCCCC1)Nc1ccc(Cl)cc1
(22) CCOC(=O)c1[nH]c2ccccc2c1NC(=O)c1ccc(S(=O)(=O)N2CCCCC2)cc1
(23) CN(C)/C=C/C(=O)c1cnc(-c2ccc(Cl)cc2)s1
(24) c1ccc(OCCOCCN2CCc3ccccc3C2)cc1
(25) O=C1OCCN1CCN(CN1C(=O)CCC1=O)CN1C(=O)CCC1=O
(26) O=C(NC1CCCc2ccccc21)C1CCCO1 (stereo unspecified)

Assay by compound	17	18	19	20	21	22	23	24	25	26
FLuc act counter	1.1	1.1	1	1	1.1	1	0.5	1.1	1	1.1
STAT1 act	91	98	98	117	98	103	133*	97	98	103
Diaphorase inh	11	20	10	2	0	1	6	0	5	5
G6PDH CS	-73	3	5	6	9	13	-4	-7	7	0
NF-kB neuron act	0.78	1	1.1	1.6	1.4	0.57	3.9*	1.1	1.3	0.96
Diaphorase act	0.9	0.8	0.9	1	1	1	0.9	1	0.9	0.9
TLR4 MyD88 comp	-6	-4	1	-23	2	-3	-3	6	2	-8
APP transl inh	-14	-4	10	-18	14	1	-115	-3	-5	-11
FLuc inhib CS	-5	-10	-2	-5	-5	-1	53*	-8	-1	-7
APP 5'UTR act	14	4	-10	18	-14	-1	115	3	5	11

Complete entries from above.
`S=C(NN=C1CCCCCC1)Nc1ccc(Cl)cc1` reads FLuc act counter: 1.1; STAT1 act: 98; Diaphorase inh: 0; G6PDH CS: 9; NF-kB neuron act: 1.4; Diaphorase act: 1; TLR4 MyD88 comp: 2; APP transl inh: 14; FLuc inhib CS: -5; APP 5'UTR act: -14
`COc1cccc(N(C(=O)Cn2nnc(-c3cccs3)n2)C(C(=O)NC2CCCCC2)c2ccncc2)c1` (stereo unspecified) reads FLuc act counter: 1; STAT1 act: 98; Diaphorase inh: 10; G6PDH CS: 5; NF-kB neuron act: 1.1; Diaphorase act: 0.9; TLR4 MyD88 comp: 1; APP transl inh: 10; FLuc inhib CS: -2; APP 5'UTR act: -10
`CN(C)/C=C/C(=O)c1cnc(-c2ccc(Cl)cc2)s1` reads FLuc act counter: 0.5; STAT1 act: 133*; Diaphorase inh: 6; G6PDH CS: -4; NF-kB neuron act: 3.9*; Diaphorase act: 0.9; TLR4 MyD88 comp: -3; APP transl inh: -115; FLuc inhib CS: 53*; APP 5'UTR act: 115

Assay outcomes deposited in PubChem by several laboratories.

Hits appear at their usual frequency, and some 5.6% of all compounds hit somewhere here.
